TCR activator: activates T cell receptor signaling | 330,000 tested, under 10 active | primary human leukocytes, anti-CD3, IL-2 HTRF, 48 h | Potency, µM (titrated, usually from 9.22 µM), for inactives: top-dose activation of IL-2 secretion, most hits filed as activators; further: % of control where 0% means no effect
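1) Mix primary human leukocytes, a-CD3 beads and compound. 2) Incubate 48 hr. 3) Add HTRF IL-2 reagents (a-IL-2-K, a-IL-2-d2).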
Eya2 inh: inhibitors of human Eya2 phosphatase activity | Potency, µM (doses to about 76.9 µM), for the others: at the top dose activity, negative = inhibition, actives largely listed as inhibitors | recombinant Eya2, OMFP fluorescence dephosphorylation (OMFP is methylfluorescein phosphate) | actives 0.006% (n = 330,000) | O00167; further: potency means the concentration at half of the fitted maximal effect; on the % scale 0 is the no-effect control and ±100 the full control effect
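Eya2 (0.2 uM) preincubated 10 min at ambient with compound, then OMFP substrate added at 50 uM; 10 min reaction in 50 mM HEPES pH 7.5, 50 mM NaCl, 5 uM MgCl2, 0.05% BSA, 1 mM DTT. Fluorescence read at Ex 485/Em 525 nm.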
a7 integrin act: activates integrin-mediated alleviation for muscular dystrophy | alpha7betagal myoblasts, beta-gal FDG fluorescence, 48 h | Potency, µM (highest dose often 38.3 µM), for the others: at the top dose activation, hits mostly activators | actives 0.064% (n = 350,000) | AID 624291;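 further: potency means the concentration at half of the fitted maximal effect; 100% = response of the positive control SU9516; nearly all actives have a fitted effect of over 60% in size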
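Alpha7betagal+/- myoblasts (passage 13) were plated 16-24 hr, then exposed to compounds (1:260 dilution of DMSO stock) for 48 hours at 37C. After MPER lysis, β-galactosidase reporter activity was read as FDG fluorescence (ex 480/em 540) after 30 minutes.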
BCR signal inh: blocks chronic active B-cell receptor signaling; ABC-DLBCL IkBa-CBG/CBR reporter, luminescence ratio, 4 h; Potency, µM (doses to about 46.1 µM), for the others: top-dose ratio change, negative = lower green/red ratio, most hits filed as inhibitors; actives 0.05% (n = 340,000); active means well fitted inhibition curve with a large enough effect in the signal ratio, with a control signal flat, not every such curve was filed as active; inconclusive means small, poorly fitted or top-dose-only effect, or effect the other way, or a change in a side signal; the % refers to the signal ratio;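 further: potency means the concentration at half of the fitted maximal effect; plate controls were basal doxycycline-induced cells for no effect and cells given 10 µM MG132 for full effect; MG132 reads +100%, hits lower the ratio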
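Compounds up to 46 uM were incubated four hours with TMD8 cells whose green CBG68 luciferase is fused to IkappaBalpha; red CBR luminescence normalised the signal, and concentration-effect curves were fitted to fusion, red and ratio data.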
PTAP TSG101 blk: blocks PTAP/TSG101 interaction to inhibit HIV-1 budding; 340,000 tested, under 10 active; AID 493005; Fluorescence polarization, FITC-PTAP peptide / Tsg101 binding; Potency, µM (doses to about 115 µM), for inactives: top-dose activity change, negative = inhibition, usual class: inhibitors; Q99816; active means well fitted inhibition curve with a large enough effect in the main read-out, with a control signal flat, not every such curve was filed as active; inconclusive means small, poorly fitted or top-dose-only effect, or effect the other way, or a change in a side signal; inactive means no such curve, though single readings can be large or run the other way; further: potency means the concentration at half of the fitted maximal effect; % of control where 0% means no effect
Target sequence (Q99816 whole entry, looked up): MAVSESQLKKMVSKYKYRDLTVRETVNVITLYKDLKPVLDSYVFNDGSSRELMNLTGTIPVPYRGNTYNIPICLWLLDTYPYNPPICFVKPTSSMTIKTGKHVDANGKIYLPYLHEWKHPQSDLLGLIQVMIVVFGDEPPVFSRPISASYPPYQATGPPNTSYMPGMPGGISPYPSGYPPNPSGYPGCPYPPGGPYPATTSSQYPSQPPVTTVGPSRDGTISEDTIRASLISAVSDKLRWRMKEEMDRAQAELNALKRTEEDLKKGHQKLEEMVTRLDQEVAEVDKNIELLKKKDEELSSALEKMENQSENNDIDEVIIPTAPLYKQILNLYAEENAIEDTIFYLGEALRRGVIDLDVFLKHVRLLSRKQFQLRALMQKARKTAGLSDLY
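Compounds were pin-transferred onto Tsg101 binding domain (10 uM final) in HEPES pH 7.5 buffer, then FITC-PTAP peptide was added at 50 nM final. After 20 min at RT, polarization reported peptide displacement across a qHTS concentration series.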
TSHR antag: human thyrotropin receptor antagonism. P16473. TSHR-expressing cells, TSH-stimulated cAMP HTRF, 2 h; stronger effect = lower value. activity change, negative = inhibition, % at 11.5 µM. actives 0.2% (n = 330,000). AID 504810;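 active means activity change below a set negative limit, meaning inhibition stronger than a set level, cut at about -70% in these data; inconclusive means activity change between two set negative limits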; further: on the % scale 0 is the no-effect control and ±100 the full control effect
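Cell-based HTRF cAMP assay; TSHR cells + compound, TSH EC80 (4nM final), 2 h, 37 deg C. Lysis with anti-cAMP cryptate and cAMP-d2, 30 min RT, read 665/620 nm.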
A-T KAP1 phos: potential ataxia-telangiectasia treatment | […] A-T fibroblasts, KAP-1 phosphorylation AlphaLISA; neocarzinostatin DNA damage 30 min before lysis | Potency, µM (titrated, usually from 57.5 µM), inactives show top-dose activation, hits mostly activators | actives 0.19% (n = 320,000) | AID 485349; further: potency means the concentration at half of the fitted maximal effect; % of control where 0% means no effect; nearly all actives have a fitted effect of over 45% in size
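hTERT-immortalized A-T patient fibroblasts ([…]), 500 cells/well in OPTI-MEM, 1% FBS, got compounds for 60 min, then NCS for 30 min at 37C. Lysates were then assayed for phospho-KAP-1 by AlphaLISA (anti-pKAP1 donor, anti-KAP1 acceptor beads), 6 hr at 25C.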
Mito fusion act: inhibitors of mitochondrial division or activators of mitochondrial fusion; S. cerevisiae fusion-defective mutant growth rescue, CellTiterGlo 48 h; Potency, µM (top dose mostly 46.1 µM), for inactives: at the highest dose growth rescue (activation), hits mostly activators; actives 0.23% (n = 320,000); AID 485298;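 further: potency means the concentration at half of the fitted maximal effect; % of control where 0% means no effect; nearly all actives have a fitted effect of over 45% in size; temperature-sensitive fusion mutants such as fzo1-1 at 37 °C on non-fermentable ethanol glycerol medium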
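Read-out: ATP-based luminescence (CellTiterGlo, 10 min ambient) reporting growth of fusion-defective ts yeast after 48 hours at 37C on glycerol/ethanol YPEG medium in the presence of compound.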
Tb PFK inh: inhibitors of T. brucei phosphofructokinase; O15648; T. brucei PFK, ADP-Glo luminescence; Potency, µM (doses to about 57.5 µM), inactives show at the top dose activity, negative = inhibition, hits mostly inhibitors; actives 0.17% (n = 330,000); AID 485367;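 further: potency means the concentration at half of the fitted maximal effect; 0% = uninhibited 1x PFK enzyme wells and -100% = no-enzyme wells; nearly all actives have a fitted effect of over 60% in size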
Target sequence (O15648 whole entry, looked up): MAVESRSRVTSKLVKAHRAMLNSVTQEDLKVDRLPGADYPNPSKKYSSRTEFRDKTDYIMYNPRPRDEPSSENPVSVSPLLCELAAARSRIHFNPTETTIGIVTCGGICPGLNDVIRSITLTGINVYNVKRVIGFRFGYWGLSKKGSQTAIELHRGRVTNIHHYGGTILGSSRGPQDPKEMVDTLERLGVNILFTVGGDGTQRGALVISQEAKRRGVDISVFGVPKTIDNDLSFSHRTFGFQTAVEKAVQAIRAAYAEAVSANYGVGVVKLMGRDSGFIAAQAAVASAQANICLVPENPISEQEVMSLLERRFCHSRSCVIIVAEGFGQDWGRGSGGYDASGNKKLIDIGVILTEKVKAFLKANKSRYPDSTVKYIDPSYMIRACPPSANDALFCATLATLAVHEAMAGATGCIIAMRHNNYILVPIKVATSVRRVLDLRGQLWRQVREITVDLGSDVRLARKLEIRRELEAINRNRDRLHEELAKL
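In TEA buffer at pH 8.0 with 5 mM MgCl2, enzyme (1.25 nM) converted F6P (0.5 mM) and ATP (0.1 mM) for 45 min at room temperature. ADP product was read by luciferase luminescence.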
ELG1 repair inh: blocks ELG1-dependent DNA repair in HEK293T cells; HEK293T ELG1-luciferase reporter, luminescence, 16 h; DNA damage induced by 5-fluorouridine; Potency, µM (top dose mostly 46.1 µM), without a hit: at the top dose activity change, negative = inhibition, hits mostly inhibitors; actives 2.3% (n = 330,000); AID 504467; further: potency means the concentration at half of the fitted maximal effect; on the % scale 0 is the no-effect control and ±100 the full control effect; nearly all actives have a fitted effect of over 55% in size
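In this reporter screen, reduction of luminescence relative to DMSO vehicle indicated activity. Compounds and 5-fluorouridine were added together to 2,000 cells per well, incubated for 16 hr at 37 °C, then developed with ONE-Glo.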
S-ASM inh: inhibitors of human secretory acid sphingomyelinase; P17405; actives 0.006% (n = 340,000); AID 504937; Potency, µM (titrated, usually from 57.5 µM), for the others: at the top dose activity change, negative = inhibition, usual class: inhibitors; placental ASM, HMU-PC fluorogenic substrate, 60 min; further: potency means the concentration at half of the fitted maximal effect
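Human placenta-derived ASM enzyme was preincubated with compound for 10 minutes at room temperature, then given fluorogenic substrate HMU-PC0 (9 uM final) for 60 minutes at 37 °C; a pH 10 stop preceded fluorescence reading at Ex 386/Em 447 nm.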
* = called active by the depositor; ? = inconclusive; . = not tested or not shown; [ ] = dose if it differs, or a comment. Unless noted, the call rests on the fitted dose curve; in most records, active means well fitted curve in the direction sought with a large enough effect; inconclusive means small, poorly fitted or top-dose-only effect, or another doubt; inactive means no such curve, though single readings can be large; an effect the other way counts as inactive or inconclusive.

SMILES	TCR activator	Eya2 inh	a7 integrin act	BCR signal inh	PTAP TSG101 blk	TSHR antag	A-T KAP1 phos	Mito fusion act	Tb PFK inh	ELG1 repair inh	S-ASM inh
O=[N+]([O-])c1cccc(C2Nc3cccc4cccc(c34)N2)c1	1%[46.1 µM]	-2%	7%	-18%	-3%	2	4%	16%	-4%	2%	-20%
Nc1ccc2nc(CCCCc3nc4ccccc4[nH]3)[nH]c2c1	-9%	20%	12%	0%	-5%	18	21%	-2%	1%	-6%	7%
CC1CCCCC1NC(=O)CCS(=O)(=O)c1ccc2c(c1)NC(=O)CO2 (stereo not given)	-2%	7%	-18%	-2%	0%	10	0%	-3%	-13%	?	3%
COc1ccc(CCNC(=O)CCC(=O)n2ncc3cc(C)ccc32)cc1OC	-3%	10%	-22%	?	4%	5	-13%	0%	-3%	27%	-1%
S=C(NCCN1CCOCC1)N/N=C/c1cccs1	-3%	5%	-45%	?	-5%	-3	-13%	-21%	-1%	-5%	2%
CCOc1cc2c(cc1OCC)C(C(=O)O)C(c1cc(OC)c(OC)c(OC)c1)N(C)C2=O (stereo not given)	-1%	-5%	-14%	?	-4%	5	18%	1%	11%	5%	0%
COc1ccc(C2Nc3ccccc3C(=O)N2c2ccccc2)cc1CN1CCOCC1 (stereo not given)	5%	-4%	-2%	-14%	-4%	0	16%	5%	2%	?	234%[activator]
Cc1cccc(-c2cc3nc(C)c(C)c(NCCCn4ccnc4)n3n2)c1	2%	3%	8%	-2%	-3%	7	-7%	-4%	0%	?	0%
O/N=C/c1ccc(OCc2ccccc2)c(Br)c1	-3%[46.1 µM]	-13%	24%	?	-1%	-12	-11%	?	2%	?	-3%
O=C(CSc1ncnc2c1cnn2-c1ccccc1)NC1CCS(=O)(=O)C1 (stereo not given)	4%	-11%	-37%	?	0%	-11	-6%	1%	-8%	1%	1%
O=C(Nc1cccnc1)c1cc(-c2ccccc2O)on1	-3%	16%	-3%	?	-5%	17	2%	-4%	-16%	0%	-3%
O=[N+]([O-])c1ccc(C(O)C(CO)NC(=S)Nc2ccccc2)cc1 (stereo not given)	8%	16%	-13%	5%	1%	-9	5%	4%	-10%	8.2µM*	-1%
Cc1ccc(CNC(=O)C2CCCN(S(C)(=O)=O)C2)cc1 (stereo not given)	-2%	5%	?	1%	-5%	-2	5%	1%	0%	7%	3%
CCCCOC(=O)c1ccc(NC(=O)C(=O)NCCN(C)C)cc1	-1%	-29%	27%	?	0%	-2	-9%	-1%	1%	2%	3%
O=C(c1ccoc1)N1CCC2(CC1)Oc1ccc(F)cc1C(=O)C21CC(c2ccccc2)=NO1 (stereo not given)	-2%	2%	18%	?	-7%	-7	-16%	6%	0%	0%	-9%
CC1=C(C(=O)OC(C)C)C(c2coc3ccccc3c2=O)C2=C(CCCC2=O)N1 (stereo not given)	-23%	-1%	17%	-3%	-6%	-4	.	2%	1%	9%	1%
Cc1ccccc1NS(=O)(=O)c1ccc(NC(=O)c2nc3ncccn3n2)cc1	.	29%	-15%	3%	-2%	-9	4%	4%	1%	2%	-1%
COC(=O)c1ccc2c(CCO)c[nH]c2c1	2%	4%	5%	10%	1%	15	4%	2%	0%	?	4%
Cc1nc2scc(C)n2c(=O)c1S(=O)(=O)NCCc1ccc(Cl)cc1	0%	-11%	-7%	6%	-4%	-8	0%	2%	1%	-3%	-2%
Nc1nc(-c2ccc([N+](=O)[O-])cc2)c(C(=O)Nc2ccc(Cl)cc2)s1	0%	11%	6%	?	0%	-2	-8%	-1%	0%	12%	-1%

Entries from the list above that have a Cl atom (two):
SMILES	TCR activator	Eya2 inh	a7 integrin act	BCR signal inh	PTAP TSG101 blk	TSHR antag	A-T KAP1 phos	Mito fusion act	Tb PFK inh	ELG1 repair inh	S-ASM inh
Cc1nc2scc(C)n2c(=O)c1S(=O)(=O)NCCc1ccc(Cl)cc1	0%	-11%	-7%	6%	-4%	-8	0%	2%	1%	-3%	-2%
Nc1nc(-c2ccc([N+](=O)[O-])cc2)c(C(=O)Nc2ccc(Cl)cc2)s1	0%	11%	6%	?	0%	-2	-8%	-1%	0%	12%	-1%

Other records:
SMILES	TCR activator	Eya2 inh	a7 integrin act	BCR signal inh	PTAP TSG101 blk	TSHR antag	A-T KAP1 phos	Mito fusion act	Tb PFK inh	ELG1 repair inh	S-ASM inh
O=C(Nc1ccc(Cl)cc1)N1CCC(c2nc(-c3ccc(F)cc3)no2)CC1	-1%	-1%	-30%	?	-1%	-42	-7%	7%	-15%	-27%	-20%
C(=N\N1CCN(Cc2ccccc2)CC1)/c1cccnc1	6%	-1%	-6%	-5%	-6%	-13	0%	-1%	-1%	15%	2%
N#Cc1ccc(-c2ccc(OCC(O)CN3CCOCC3)cc2)cc1 (stereo not given)	-4%	-2%	10%	?	-6%	0	-1%	1%	-3%	0%	1%
CC(C)Cn1c(=S)[nH]c2cc(C(=O)NCc3ccccc3F)ccc2c1=O	-2%	0%	15%	8%	-2%	5	3%	0%	2%	-25%	11%
O=C(CSc1c2c(nc3ccccc13)CCCC2)NCc1ccco1	-13%	3%	41%	?	-7%	-9	?	-13%	-5%	12%	3%
CN(Cc1ccccc1)C(=O)c1ccc(NC(=O)Cc2cccc(NC(=O)C3CCN(C(=O)C4CCCCC4)CC3)c2)cc1	8%	3%	-9%	-1%	2%	0	12%	1%	1%	?	0%
COc1ccc(CNC(=O)C2CCCN(c3nc4ccccc4o3)C2)c(OC)c1 (stereo not given)	-5%	-19%	14%	2%	-3%	-5	1%	-9%	3%	-2%	-1%
C/C(=N\NC(=O)c1ccc(F)cc1)c1cccc(NC(=O)c2cccc(F)c2)c1	-7%	2%	3%	?	1%	6	17%	1%	0%	-10%	13%
Cc1cc(N2CCCCC2)nc(N2CCOCC2)n1	.	-4%	10%	-11%	-3%	1	-1%	-2%	4%	1%	4%
CC1CC(=O)NN=C1c1ccc(N)c([N+](=O)[O-])c1 (stereo not given)	3%[46.1 µM]	1%	-1%	-6%	0%	38	-5%	4%	0%	?	4%
CCCN1CN(Cc2ccco2)c2nc3ccccc3n2C1	-3%	18%	-13%	-2%	-2%	-7	-5%	0%	-2%	?	1%
Cc1ccc(NC(=S)N(CCN2CCOCC2)Cc2ccccc2F)cc1Cl	0%	-11%	?	1%	0%	0	3%	-2%	9%	?	5%
CCOc1c(Br)cc(/C=C2\N=C(C)OC2=O)cc1Br	2%	-6%	35%	1%	-4%	8	10%	-11%	-5%	-6%	1%
Cc1[nH]c(C)c(S(=O)(=O)N(C)Cc2ccccc2)c1C(=O)N1CCCC1	-4%	8%	0%	0%	0%	-1	-2%	1%	-2%	0%	4%
CCn1c(SCC(=O)Nc2ccc(OC)cc2)nc2c1c(=O)n(C)c(=O)n2C	0%	-6%	-18%	-1%	-3%	5	10%	3%	-2%	-20%	2%
CCSC(=O)CCCCCCCCCCCO	0%	-8%	17%	-3%	-7%	29	3%	0%	1%	0%	-1%
NC(=O)c1nnn(-c2ccc([N+](=O)[O-])cc2)c1-c1ccccc1	2%	-2%	6%	14%	-1%	-1	-8%	-3%	-9%	-4%	-3%
NC(=O)c1ccc(NC(=O)CCC(=O)c2cccs2)cc1	7%	-4%	?	8%	0%	12	2%	-1%	-28%	21%	-17%
COC(=O)c1sc2nc3c(cc2c1N)C(=O)CC(C)(C)C3	3%	-3%	?	2%	-2%	-5	7%	-1%	3%	16%	0%
Cc1ccc(NS(=O)(=O)c2cccc(C(=O)NCC(c3cccs3)N3CCOCC3)c2)cc1 (stereo not given)	13%	6%	?	6%	-4%	0	-1%	2%	4%	?	-4%
O=C(Nc1ccsc1C(=O)O)c1ccccc1Cl	4%	5%	-17%	?	-5%	28	13%	8%	5%	9%	-1%
Cc1c(C(=S)NC(=O)C2CC2)c(=O)n(-c2ccccc2)n1C	-2%	-11%	-14%	?	11%	6	1%	-7%	?	?	5%
